# POLH inh: inhibitors of human DNA polymerase eta; Q9Y253; recombinant Pol eta, fluorescent DNA replication assay; Potency, µM (titrated, usually from 114 µM), for the others: at the top dose activity change, negative = inhibition, usual class: inhibitors; 1.2% of 390,000 active; AID 588591; further: on the % scale 0 is the no-effect control and ±100 the full control effect
#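 Pol eta at 10 nM preincubated with compounds 15 min at room temperature; reaction started with fluorescent substrate (50 nM final) and read kinetically at 0 and 10 min.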
# BAZ2B block: blocks human BAZ2B | Q9UIF8 | AlphaScreen BAZ2B-H3K14Ac peptide displacement | Potency, µM (doses to about 114 µM), inactives show at the top dose activity change, negative = inhibition, most hits filed as inhibitors | 4.4% of 360,000 active | AID 504333; further: on the % scale 0 is the no-effect control and ±100 the full control effect; nearly all actives have a fitted effect of over 60% in size
#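 Compounds, titrated to a top concentration of 110 uM, were incubated 30 min at room temperature with preformed BAZ2B/acetyl-K14 H3 peptide complex (50 nM each). Proximity signal was measured by AlphaScreen after 20 min with beads.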
# POLI inh: DNA polymerase iota (human) inhibition | 1% of 390,000 active | Potency, µM (top dose mostly 115 µM), without a hit: top-dose activity, negative = inhibition, hits mostly inhibitors | Pol iota fluorescent replication assay, 10 min | Q9UNA4
#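 Pol iota at 10 nM preincubated 15 min with compounds at room temperature; reaction started with fluorescent substrate, 50 nM final. Fluorescence read kinetically at 0 and 10 min; buffer-only wells as negative control.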
# Pol kappa inh: blocks human DNA polymerase kappa activity. purified Pol kappa, fluorescent DNA synthesis assay, 10 min. AID 588579. Potency, µM (doses to about 107 µM), without a hit: top-dose activity, negative = inhibition, actives largely listed as inhibitors. Q9UBT6. 0.53% of 400,000 active; further: on the % scale 0 is the no-effect control and ±100 the full control effect
# Target sequence (Q9UBT6 whole entry, looked up): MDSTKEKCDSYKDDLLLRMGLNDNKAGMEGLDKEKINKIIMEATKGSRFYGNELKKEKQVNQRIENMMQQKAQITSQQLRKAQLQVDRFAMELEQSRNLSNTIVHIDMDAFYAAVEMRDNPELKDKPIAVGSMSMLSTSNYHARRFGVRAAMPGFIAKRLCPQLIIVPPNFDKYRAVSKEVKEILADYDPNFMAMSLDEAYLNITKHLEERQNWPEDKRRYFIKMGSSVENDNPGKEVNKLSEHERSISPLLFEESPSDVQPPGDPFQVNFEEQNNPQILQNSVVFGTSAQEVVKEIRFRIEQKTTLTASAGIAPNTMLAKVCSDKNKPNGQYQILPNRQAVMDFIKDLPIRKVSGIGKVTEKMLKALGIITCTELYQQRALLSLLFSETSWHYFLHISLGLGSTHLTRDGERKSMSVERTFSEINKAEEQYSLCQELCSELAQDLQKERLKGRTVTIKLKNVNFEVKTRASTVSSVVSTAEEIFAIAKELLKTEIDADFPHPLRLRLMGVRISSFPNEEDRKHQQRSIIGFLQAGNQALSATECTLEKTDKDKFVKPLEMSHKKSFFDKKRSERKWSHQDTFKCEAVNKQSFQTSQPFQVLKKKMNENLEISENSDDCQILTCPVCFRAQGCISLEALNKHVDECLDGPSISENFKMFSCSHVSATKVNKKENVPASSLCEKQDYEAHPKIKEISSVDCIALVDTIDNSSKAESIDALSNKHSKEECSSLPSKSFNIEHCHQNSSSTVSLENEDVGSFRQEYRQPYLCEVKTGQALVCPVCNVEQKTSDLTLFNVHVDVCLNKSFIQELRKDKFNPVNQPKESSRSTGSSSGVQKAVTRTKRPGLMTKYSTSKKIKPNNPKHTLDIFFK
#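 10 nM Pol kappa was preincubated with compounds for 15 min at room temperature. Reaction started with 50 nM (final) substrate. Fluorescence read kinetically at 0 and 10 min.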
# APEX1 inh: blocks human APE1 abasic DNA cleavage. recombinant APE1, TAMRA/BHQ-2 abasic DNA cleavage fluorescence. Potency, µM (titrated, usually from 65.8 µM), for the others: at the top dose activity change, negative = inhibition, most hits filed as inhibitors. 0.35% of 350,000 active. AID 2517;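 further: plate controls were vehicle for no effect and reference inhibitor for full effect; nearly all actives have a fitted effect of over 55% in size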
#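 Readout is kinetic fluorescence (ex 525, em 598 nm) from cleavage of 50 nM TAMRA/BHQ-2 THF abasic duplex by 0.75 nM APE1, compound added 15 min beforehand at RT.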
# G9a block: blocks human histone lysine methyltransferase G9a. Q96KQ7. G9a H3K9 monomethylation, AlphaScreen, 2 h. Potency, µM (titrated, usually from 102 µM), inactives show top-dose activity, negative = inhibition, actives largely listed as inhibitors. 8.8% of 350,000 active. AID 504332; further: on the % scale 0 is the no-effect control and ±100 the full control effect; nearly all actives have a fitted effect of over 75% in size
#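 G9a (20 nM) was preincubated 15 min with compound, then reacted 2 h at room temperature with 500 nM biotin-H3K9 peptide and 20 µM SAM. Monomethyl-H3K9 detected by AlphaScreen using anti-H3K9me1 antibody.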
# BLM helicase inh: blocks DNA unwinding by human BLM helicase; recombinant BLM DNA unwinding, fluorescence dequenching; Potency, µM (titrated, usually from 56.1 µM), without a hit: at the highest dose activity change, negative = inhibition, hits mostly inhibitors; 0.2% of 350,000 active; AID 2528;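 further: plate controls were vehicle for no effect and no enzyme for full effect; nearly all actives have a fitted effect of over 35% in size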
# POLB inh: inhibitors of human DNA polymerase beta; P06746; Pol beta primer extension/strand displacement, fluorescence kinetic; Potency, µM (series often up to 114 µM), without a hit: at the highest dose activity change, negative = inhibition, usual class: inhibitors; 1.3% of 340,000 active; AID 485314; further: on the % scale 0 is the no-effect control and ±100 the full control effect
#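 Values derive from four-parameter Hill fits of normalized kinetic data: reads at 0 and 10 min following addition of 50 nM substrate to 10 nM Pol beta preincubated 15 min with compound.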
# Apoferritin bind: binds horse apoferritin like a general anesthetic; 0.074% of 350,000 active; P02791; apoferritin/1-aminoanthracene competitive binding, fluorescence; Potency, µM (series often up to 77.5 µM), without a hit: at the top dose activity change, negative = displacement, hits mostly inhibitors; further: on the % scale 0 is the no-effect control and ±100 the full control effect; nearly all actives have a fitted effect of over 20% in size
# Target sequence (P02791 2-175 limits assumed): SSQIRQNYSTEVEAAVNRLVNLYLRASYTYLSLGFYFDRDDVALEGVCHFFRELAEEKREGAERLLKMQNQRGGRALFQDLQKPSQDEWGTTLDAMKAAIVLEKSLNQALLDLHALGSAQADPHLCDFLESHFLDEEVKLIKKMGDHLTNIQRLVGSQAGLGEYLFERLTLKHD
#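 In PBS, apoferritin at 10 uM is loaded with 1-AMA from a 50% saturated solution. After 10 min of compound exposure at ambient temperature, reduced 535 nm fluorescence indicates probe displacement.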
# An asterisk follows results filed as active; ? = inconclusive; nt = not tested or not shown; & = joins results of further samples; ! = repeats disagree; [ ] = remark or other dose. The call rests on the fitted dose curve; in most records, active means well fitted curve in the direction sought with a large enough effect; inconclusive means small, poorly fitted or top-dose-only effect, or another doubt; inactive means no such curve, though single readings can be large; an effect the other way counts as inactive or inconclusive. Potency means the concentration at half of the fitted maximal effect. An excerpt; the hit share may differ from the screen's.
# The opening 2 entries, ahead of the listing:
SMILES,POLH inh,BAZ2B block,POLI inh,Pol kappa inh,APEX1 inh,G9a block,BLM helicase inh,POLB inh,Apoferritin bind
CCc1nnc2c(N3CCN(c4cccc(C)c4)C(C)C3)nc3ccccc3n12 (configuration not stated),-15%,?,14%,10%,nt,?,-8%,3%,36%[activator]
Cc1cc2ccccc2n1CCNC(=O)c1cccc(Br)c1,-12%,-13%,-5%,-1%,nt,-24%[59 µM],-7%,-4%,-14%

# Main list (from the top)
SMILES,POLH inh,BAZ2B block,POLI inh,Pol kappa inh,APEX1 inh,G9a block,BLM helicase inh,POLB inh,Apoferritin bind
CCc1nnc2c(N3CCN(c4cccc(C)c4)C(C)C3)nc3ccccc3n12 (configuration not stated),-15%,?,14%,10%,nt,?,-8%,3%,36%[activator]
Cc1cc2ccccc2n1CCNC(=O)c1cccc(Br)c1,-12%,-13%,-5%,-1%,nt,-24%[59 µM],-7%,-4%,-14%
O=[N+]([O-])c1ccccc1N/N=C/c1cc2ccccc2nc1Cl,-4%,?,5%[58.9 µM],0%,-10%,50µM*,-2%,2%,-15%
COc1ccc(CN(C(=O)c2cc3ccccc3oc2=O)C2CCS(=O)(=O)C2)cc1OC (configuration not stated),3%&-10%,-11%&1%,9%&7%,-4%&-15%,-5%,-7%,-4%&1%,38%&29%,-3%&-3%
COc1cccc(N2CCN(Cc3nc4ccccc4c(=O)[nH]3)CC2)c1,-9%,-2%,7%,-21%,0%,?,-2%,18%,-14%
C=CCN=C(CC)C1=C(O)CCCC1=O,4%,7%,-2%,-19%,15%,?,-3%,20%,-11%
O=C1CCN(Cc2ccc([N+](=O)[O-])cc2)CCN1CCO,-12%,-8%,14%&49%,-4%&5%,13%,nt,1%,31%,-6%
COCCn1c(=S)[nH]c2cc(C(=O)NCCCN3CCOCC3)ccc2c1=O,-2%,?,25%,-1%,10%,nt,1%,8%,-7%
O=C(CN(C(=O)c1csnn1)c1cccc(F)c1)NCc1ccc2c(c1)OCO2,-9%,-12%,20%,-6%,1%,3%,-4%,17%,-6%
CCOC(=O)c1sc(=NC(=O)C2CC2)n(C)c1C,6%,-22%,100%[activator],-5%,-2%,3%,-6%,-17%,-11%
CCOC(=O)c1c(C)[nH]c(C)c1C(=O)COC(=O)Cc1n[nH]c(=O)c2ccccc12,-17%,nt,28%,10%,7%,nt,nt,nt,nt
COc1ccccc1-c1ccc(=O)n(CC(=O)Nc2ccc(C(=O)N3CCCC3)cc2)n1,7%,8%,-12%,-3%,-2%,2%,0%,0%,-10%
CCN(c1ccc(OC)cc1)S(=O)(=O)c1c(C(=O)N2CCCCCC2)c(C)n(C)c1C,-8%,-20%,19%,1%,nt,1%[59 µM],0%,15%,-3%
COC(=O)c1ccc(/C=N/NC(=O)CC(=O)NC(C)C)cc1,7%,-4%,14%,-7%[60.1 µM],10%,10%[0.0925 µM],-3%,1%,?
O=C(Nc1nc2n(n1)C(c1ccc(Cl)cc1)CC(c1ccc(Cl)cc1)N2)c1ccco1 (configuration not stated),-12%,4%,-3%,-16%,-2%,-41%,-18%,-1%,5%
O=C(OCc1ccc(Cl)cc1)c1ccccc1C(=O)c1ccccc1,-6%,58%[activator],-4%,-10%,4%,-6%[0.0925 µM],-12%,22%,-20%
Cn1nnnc1SCCNCc1ccc(OCc2ccc(Cl)cc2)cc1,-16%,-31%,3%,7%,nt,5%[59 µM],2%,-7%,28µM*
O=C(CSc1nc2[nH]ncc2c(=O)[nH]1)Nc1cccc(Cl)c1,-15%,-20%,-8%,6%,32%,?,nt,nt,nt
COc1ccccc1NCN1C(=O)CCC1=O,-2%,-1%,0%,-4%,22%,?,1%,30%,-17%
CSc1ccc(-c2cccc([N+](=O)[O-])c2)nn1,5%,-32%,78%[activator],-19%,-7%,?,-8%,-8%,-16%
O=C(O)c1cccc(CSc2nnc(COc3ccccc3)o2)c1,-4%,4%,-10%,-9%,2%,-14%[12.7 µM],-7%,-11%,2%
N#Cc1cccc(C(=O)Nc2cccc(S(=O)(=O)N3CCCC3)c2)c1,-18%,-1%,74%[activator],-12%,-7%,nt,-2%,65%,-4%
COc1ccc(C(C(=O)NC2CCCC2)N(Cc2ccco2)C(=O)c2snc(C(N)=O)c2N)cc1OC (configuration not stated),-18%,-13%,6%,-14%,-9%,5%,-8%,9%,-3%
COc1cccc(CNS(=O)(=O)c2cccc(S(=O)(=O)N3CCOCC3)c2)c1,-6%,4%,24%,-8%,1%,11%[12.7 µM],-3%,17%,-9%
Cc1cn2c(=O)cc(COC(=O)COc3ccccc3C)nc2s1,-14%,1%,-4%,-16%,nt,0%[59 µM],-1%,?,0%
SMILES,POLH inh,BAZ2B block,POLI inh,Pol kappa inh,APEX1 inh,G9a block,BLM helicase inh,POLB inh,Apoferritin bind
CCN1/C(=C/C=C/c2sc3ccccc3[n+]2CC)Sc2ccccc21,40µM*,14µM*,?,11µM*!,24µM*,?,32µM*,nt,nt
CCc1cccc(NC(=O)CN(c2ccc(C)c(C)c2)S(=O)(=O)c2ccsc2C(=O)OC)c1,-3%,-7%,10%,-4%,nt,5%[59 µM],-12%,2%,-21%
COc1ccc(S(=O)(=O)N(C)C)cc1NC(=O)CCCSc1ccccc1,-20%,3%,-14%,-8%,3%[12.4 µM],6%[59 µM],-5%,13%,2%
CC1(c2ccc(OC(F)F)cc2)NC(=O)N(CC(=O)NC2CCCC2)C1=O (configuration not stated),-1%,-2%,-12%,-1%,13%,-7%[59 µM],nt,nt,nt
COc1ccc(CNc2ncncc2-c2ccccc2Cl)c(OC)c1,nt,nt,nt,1%[60.1 µM],0%,nt,-6%,nt,-14%
Cc1ccccc1CSc1nc2cccnc2n1Cc1ccc(C(=O)NC2CC2)cc1,-15%,-16%,30%[activator],-10%,nt,?,-2%,1%,-6%
O=C(Nc1ccccc1)/C(=C\c1ccccc1)NC(=O)c1ccco1,3%,-2%,95%[activator],0%,-3%,nt,1%,-1%,-3%
N=C1/C(=C\c2ccc(OC(=O)c3ccc(F)cc3)cc2)C(=O)N=C2SC(N3CCOCC3)=NN12,3%,45µM*,-12%,8%,-25%,-9%,-8%,14%,-2%
O=C(COC(=O)CNS(=O)(=O)c1cc(C(F)(F)F)ccc1Cl)NC1CC1,-1%,nt,5%,-11%,21%,nt,nt,nt,nt
CCCCN(C(=O)c1ccc(-n2nc(C)cc2C)cc1)c1c(N)n(CCC)c(=O)[nH]c1=O,-13%,-4%,28%,-17%,-13%,-6%,nt,nt,nt
CC1(C)CC(=O)C(C=NCCN2CCN(C3CC(=O)N(c4ccc(Br)cc4)C3=O)CC2)=C(O)C1 (configuration not stated),-14%,1%,93%[activator],-7%,1%,6%[0.501 µM],-5%,47%,-4%
COc1cccc(/C=N/NC(=O)c2ccccc2NC(=O)c2ccco2)c1OC,-10%,-20%,-22%,-9%,-6%,?,-4%,-20%,-1%
COc1ccc(-c2nc3ccc(C)cn3c2Nc2ccc3c(c2)OCO3)cc1,-15%,nt,28%,6%,nt,?,2%,19%,-12%
O=C(c1ccc2c3n(nc2c1)-c1ccc(Cl)cc1CO3)N1CCOCC1,-13%,-1%,-6%,-21%,2%,2%[59 µM],0%,-4%,-9%
O=C(NC(=S)Nc1ccccc1)c1csnn1,10%,15%,?,-8%,-6%,15%[59 µM],-15%,-2%,-15%
CCNc1ncc2nc(CCc3ccccc3)c(=O)n(CCOC)c2n1,nt,nt,nt,1%[60.1 µM],4%,-7%[12.7 µM],-1%,nt,nt
O=C(CNC(=O)c1ccccc1F)OCn1nnc2ccccc2c1=O,-7%,-2%,4%,-5%,22%,13%[12.7 µM],nt,nt,nt
Cc1cc(NC(=O)CSc2nnc(CNC(=O)c3ccccc3)o2)no1,-18%,-8%,?,-3%,39%,14%,-5%,0%,1%
O=C(NNC(=O)c1ccc(Br)o1)c1ccc(NC(=O)c2ccccc2)cc1,-3%,?,-27%,-26%,14µM*,-44%,-10%,?,-7%
Cc1cccnc1NC(=S)Nc1ccc(Cl)c(Cl)c1,-6%,-34%,22%,9%,1%,-49%,-7%,-5%,?
COCCn1c(SC2CCCCC2=O)nnc1-c1ccncc1 (configuration not stated),-20%,-7%,178%[activator],5%,11%,-13%,0%,29%,-3%
CC1=CCn2c(=O)c3ccccc3c(=O)n2C1,-4%,1%,26%,-3%,-6%,-4%[59 µM],-1%,3%,-4%
CCN(CC)CCNC(=O)C1c2cc(OC)c(OC)cc2C(=O)N(C)C1c1cccs1 (configuration not stated),-10%,-3%,4%,2%,25%,39%[59 µM],1%,0%,0%
O=C(O)CC1(CC(=O)Nc2ccc3ccccc3c2)CCCCC1,-11%,-3%,32%[activator],0%,4%,2%,-4%,-4%,-2%
Cc1noc(C(=O)Nc2ccc(C#N)cc2)c1Cl,-17%,2%,18%,6%,37%[activator],8%,1%,8%,3%

# Results in APEX1 inh, Pol kappa inh and POLB inh (4 entries from above):
Molecule	APEX1 inh	Pol kappa inh	POLB inh
O=C(c1ccc2c3n(nc2c1)-c1ccc(Cl)cc1CO3)N1CCOCC1	2%	-21%	-4%
O=C(NC(=S)Nc1ccccc1)c1csnn1	-6%	-8%	-2%
CCNc1ncc2nc(CCc3ccccc3)c(=O)n(CCOC)c2n1	4%	1%[60.1 µM]	nt
O=C(CNC(=O)c1ccccc1F)OCn1nnc2ccccc2c1=O	22%	-5%	nt

# (next part)
SMILES,POLH inh,BAZ2B block,POLI inh,Pol kappa inh,APEX1 inh,G9a block,BLM helicase inh,POLB inh,Apoferritin bind
CS(=O)(=O)N(Cc1ccc(F)cc1)Cc1nc2ccccc2c(=O)[nH]1,-1%,4%,14%,-15%,-2%,-4%[12.7 µM],0%,-12%,-6%
NS(=O)(=O)c1ccc(CCNc2ccnc3cc(Cl)ccc23)cc1,-1%,16%,134%[activator],-2%,53%[activator],-29%,2%,16%,-7%
Cc1cc(OCC(=O)NCC(c2cccs2)N2CCOCC2)ccc1C(C)C (configuration not stated),-16%,1%,22%,-7%,-6%,12%[0.501 µM],nt,nt,nt
CC1(C)Cc2ccccc2C(Nn2cnnc2)=N1,10%,-1%,-3%,-9%,2%,15%[59 µM],2%,19%,-5%
O=C(COC(=O)c1ccc(Br)o1)Nc1cccc(S(=O)(=O)N2CCOCC2)c1,-22%,nt,5%,0%,-10%,nt,nt,nt,nt
O=c1c(-c2ccccc2)nc2cnc(N3CCNCC3)nc2n1Cc1ccc(F)cc1,nt,nt,nt,-2%[60.1 µM],2%,-4%[12.7 µM],-8%,nt,nt

# Bioassay records from PubChem BioAssay.
